# High-throughput results deposited in PubChem BioAssay by The Scripps Research Institute Molecular Screening Center.
# ZTA counter = counter-screen for EBNA-1 inhibitors: inhibitors of Epstein-Barr virus ZTA; inhibition, % at 11 µM; P03206; ZTA-DNA binding, fluorescence polarization; AID 2234; actives 0.15% (n = 320,000); in the data active = inhibition above about 33%
# Target sequence (P03206 whole entry, looked up): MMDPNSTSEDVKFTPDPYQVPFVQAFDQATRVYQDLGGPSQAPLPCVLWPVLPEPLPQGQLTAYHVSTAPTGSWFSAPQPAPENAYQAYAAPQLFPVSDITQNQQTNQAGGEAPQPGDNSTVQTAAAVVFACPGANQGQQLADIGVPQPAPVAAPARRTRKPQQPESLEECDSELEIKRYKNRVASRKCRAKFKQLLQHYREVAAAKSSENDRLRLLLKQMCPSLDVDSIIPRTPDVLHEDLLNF
# PREPL inhibitor = human PREPL enzyme inhibition; Q4J6C6; recombinant PREPL, fluorescence polarization activity-based probe; inhibition, % at 5.96 µM; actives 0.68% (n = 320,000); in the data active = inhibition above about 43%;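 note: 0% = enzyme with DMSO and 100% = wells lacking enzyme; many of its hits are not listed in these tables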
# PAFAH1B3 FP inh = PAFAH1B3 (human) inhibition; Q15102; recombinant PAFAH1B3, FP-rhodamine probe, fluorescence polarization; inhibition, % at 3.39 µM; actives 0.28% (n = 340,000); AID 492972;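 active = inhibition above the screen-wide average of all tested compounds plus 3 SD, cut at about 25% in these data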;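 note: 0% = enzyme with DMSO only and 100% = wells lacking PAFAH1B3 protein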
# Target sequence (Q15102 whole entry, looked up): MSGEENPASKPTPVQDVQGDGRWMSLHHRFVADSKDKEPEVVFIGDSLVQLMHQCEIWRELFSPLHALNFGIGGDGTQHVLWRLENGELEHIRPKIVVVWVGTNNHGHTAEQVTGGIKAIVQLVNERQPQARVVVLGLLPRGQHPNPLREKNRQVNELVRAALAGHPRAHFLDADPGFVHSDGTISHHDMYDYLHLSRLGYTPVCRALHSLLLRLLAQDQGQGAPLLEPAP
# LYPLA2 inh = blocks human lysophospholipase 2, a PME1 counter-screen; O95372; recombinant LYPLA2, FP-Rh probe fluorescence polarization; inhibition, % at 5.9 µM; actives 0.38% (n = 320,000); AID 2177;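 active = inhibition above the screen-wide mean plus 3 SD, limit set per campaign, cut at about 26% in these data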;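 note: 0% = LYPLA2 with DMSO and 100% = wells lacking LYPLA2 enzyme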
# Target sequence (O95372 whole entry, looked up): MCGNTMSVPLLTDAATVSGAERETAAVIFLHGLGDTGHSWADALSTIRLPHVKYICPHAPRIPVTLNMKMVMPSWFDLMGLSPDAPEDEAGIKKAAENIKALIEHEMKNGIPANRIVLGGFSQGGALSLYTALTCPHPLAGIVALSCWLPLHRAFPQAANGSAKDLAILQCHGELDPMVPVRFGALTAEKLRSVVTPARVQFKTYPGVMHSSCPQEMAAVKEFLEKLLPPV
# PAD4 FP inh = inhibitors of human PAD4; Q9UM07; recombinant PAD4, RCA probe fluorescence polarization; inhibition, % at 6.36 µM; actives 0.41% (n = 330,000);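 active = percent inhibition above a cutoff equal to the mean of all tested compounds plus 3 SD, cut at about 15% in these data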;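 note: 0% = PAD4 with RCA probe and DMSO and 100% = probe without PAD4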
# LYPLA1 counter = blocks human lysophospholipase 1, a PME1 counter-screen; O75608; recombinant LYPLA1, FP-Rh probe fluorescence polarization; inhibition, % at 5.9 µM; actives 0.16% (n = 320,000); AID 2174;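 active = inhibition above the mean of all tested compounds plus 3 SD, set per campaign, cut at about 14% in these data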;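 note: inhibitors block serine hydrolase probe labeling of LYPLA1 so polarization falls; 0% = enzyme with DMSO and 100% = wells lacking LYPLA1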
# Target sequence (O75608 whole entry, looked up): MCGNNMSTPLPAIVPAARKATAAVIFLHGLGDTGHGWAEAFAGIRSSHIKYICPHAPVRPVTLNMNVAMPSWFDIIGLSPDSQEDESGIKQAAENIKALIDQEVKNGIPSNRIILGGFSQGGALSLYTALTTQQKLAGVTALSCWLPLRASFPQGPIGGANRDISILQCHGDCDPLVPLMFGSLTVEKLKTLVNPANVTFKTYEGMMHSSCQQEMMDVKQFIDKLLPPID
# GSTO1 counter = GSTO1 inhibition, counter-screen for RBBP9 inhibitors; inhibition, % at 5.96 µM; P78417; AID 1974; recombinant GSTO1, activity-based probe fluorescence polarization; actives 1.1% (n = 300,000);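 active = inhibition above the campaign mean inhibition plus 3 SD, cut at about 35% in these data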;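 note: 0% = GSTO1-1 with DMSO and 100% = wells lacking GSTO1-1 enzyme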
# EBNA-1 inh = blocks EBNA-1 binding to DNA; EBNA-1 DNA binding, fluorescence polarization; inhibition, % at 14.8 µM; actives 0.34% (n = 300,000); in the data active = inhibition above about 28%
# PAFAH2 FP inh = inhibitors of human PAFAH2 | Q99487 | recombinant PAFAH2, FP-rhodamine activity probe, fluorescence polarization | inhibition, % at 3.39 µM | actives 0.99% (n = 340,000);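 active = inhibition above the mean over all tested compounds plus 3 SD, cut at about 30% in these data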;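 note: inhibitors block probe labeling of enzyme so polarization drops; 0% = enzyme with DMSO and 100% = wells lacking PAFAH2 protein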
# The depositor's hits bear a star; . = no result given. These rows are one share of the data, so the mix of outcomes need not match the whole.
SMILES	ZTA counter	GSTO1 counter	LYPLA1 counter	PREPL inhibitor	LYPLA2 inh	PAFAH1B3 FP inh	EBNA-1 inh	PAD4 FP inh	PAFAH2 FP inh
Cc1c(NC(=O)c2ccc3c(c2)OCO3)cccc1-c1nc2ncccc2o1	-3	3	0	-1	4	6	-3	5	5
CN1CCN(C(=O)c2cc(-c3ccco3)on2)CC1	13	4	2	8	10	6	0	-3	-8
CC(=O)c1cccc(NC(=O)c2cc(S(=O)(=O)N3CCOCC3)cs2)c1	11	2	1	-2	7	-4	7	0	2
Cc1cnc(CN(C)Cc2c(C(=O)N3CCCCCCC3)nc3ccc(Cl)cn23)[nH]1	16	-2	-2	3	-6	-3	9	-1	-3
O=C(CCc1nnc(-c2ccc3c(c2)OCO3)o1)N(Cc1ccncc1)CC1CCCO1 (stereo unspecified)	-13	5	0	14	9	4	4	2	-1
Brc1ccc(-c2csc(-c3ccncc3)n2)cc1	7	3	-7	-12	-3	10	-2	1	0
O=c1ccc(/C=C/c2ccccc2)nn1Cc1ccccc1Cl	20	-13	-5	-45	-9	3	-1	-5	3
CCCc1cc(=O)oc2c(C)c(OCC(=O)N3CCC(C(=O)O)CC3)ccc12	19	-10	3	12	1	5	-11	-1	9
C=C1CCN(C(C(=O)OC)C(C)C)S(=O)(=O)c2ccccc21 (stereo unspecified)	10	2	0	23	1	-11	10	-1	-2
COc1ccc(NC(=S)NC(=NS(=O)(=O)c2ccc(Cl)cc2)c2ccccc2)cc1	.	.	.	1	.	7	.	3	1
Cc1ccc(NC(=O)CSc2nnc(Cn3cnc4ccccc43)o2)cc1	11	4	2	-7	2	-1	7	-3	-7
Cc1cc(OCCn2cnc3ccccc3c2=O)ccc1[N+](=O)[O-]	-7	3	1	-5	-4	-8	-5	-4	-5
CCCCn1c(N)c(N(CC(C)C)C(=O)C(C)SCc2nc3sc(C)c(C)c3c(=O)[nH]2)c(=O)[nH]c1=O (stereo unspecified)	2	0	0	4	-2	-2	-4	-3	3
C/C(=N\Nc1cccc(C(=O)O)c1)c1cc2ccccc2o1	-2	2	0	8	0	0	-3	-2	11
Cc1ccc(-c2noc(CSc3nnc(Cc4cccs4)n3-c3ccccc3)n2)cc1	-6	10	1	29	8	-6	-1	3	2
C[C@H]1COC(=O)[C@@H](Cc2ccc(F)cc2)C/C=C\C[C@H](CC(=O)NCCO)C(=O)N1	.	.	.	19	.	5	.	4	12
O=c1nc2s/c(=C\c3ccco3)c(=O)n2nc1Cc1ccccc1	17	9	-1	-2	-3	3	11	0	14
O=C(CN(C(=O)CCC(=O)Nc1ccccn1)c1ccc2c(c1)OCCO2)NCCc1ccccc1	3	-3	9	-5	12	6	15	4	5
CC(=O)Nc1ccc(S(=O)(=O)N(C)CC(=O)OCC(=O)Nc2ccc3c(c2)OCO3)cc1	4	-4	0	9	1	0	-11	0	3
CCOC(=O)N1CCC(NC(=O)c2cc(C(=O)Nc3cccc(OC)c3)ccc2CO)CC1	-6	-4	0	4	-3	4	-17	-10	3

# Of the compounds above, two have an aryl thioether with sulfur outside any ring.
SMILES	ZTA counter	GSTO1 counter	LYPLA1 counter	PREPL inhibitor	LYPLA2 inh	PAFAH1B3 FP inh	EBNA-1 inh	PAD4 FP inh	PAFAH2 FP inh
Cc1ccc(NC(=O)CSc2nnc(Cn3cnc4ccccc43)o2)cc1	11	4	2	-7	2	-1	7	-3	-7
Cc1ccc(-c2noc(CSc3nnc(Cc4cccs4)n3-c3ccccc3)n2)cc1	-6	10	1	29	8	-6	-1	3	2

# (more compounds)
SMILES	ZTA counter	GSTO1 counter	LYPLA1 counter	PREPL inhibitor	LYPLA2 inh	PAFAH1B3 FP inh	EBNA-1 inh	PAD4 FP inh	PAFAH2 FP inh
CC1=CC(C)(C)N(S(=O)(=O)c2ccc(C)cc2)c2ccc(C)cc21	6	2	-2	4	3	2	-6	-1	-1
Cc1ccccc1NC(=S)N1CCN(c2ccccc2C)CC1	10	1	1	8	1	11	0	1	-5
CCn1c2ccc(C)cc2c2n[nH]c(=S)nc21	6	9	-1	2	1	10	-1	4	-4
CC(C)Cn1c(N)c(C(=O)COC(=O)c2ccccc2F)c(=O)n(C)c1=O	-30	-1	0	10	-1	-2	-2	5	5
O=C(N=C1c2ccccc2CN1c1ccc(F)cc1)c1ccc(Cl)nc1	6	-10	4	3	0	8	-8	-5	5
O=C(Cn1c(=O)c(=O)n(Cc2ccccc2)c2ccc(Cl)cc21)Nc1cccc(F)c1	3	-3	-6	-11	1	6	9	-1	-3
OCCN1CCN(C(=S)NC2CCCC2)CC1	3	4	-2	-6	2	-2	-8	3	-4
COc1ccc(C(=O)NCCOc2ccccc2)cc1S(=O)(=O)N1CCOCC1	15	.	-1	7	1	-3	.	0	1
COc1ccc(CNC(=O)C2CCN(C(=O)N3CCOc4ccc(C)cc43)CC2)cc1	-4	8	2	0	1	1	8	0	-1
CC(Sc1nc(O)c(-c2ccccc2)c(=O)[nH]1)C(=O)Nc1ccc(Cl)cc1 (stereo unspecified)	1	-21	0	-2	1	5	-7	2	-2
CC(Sc1nc2ccccc2s1)C(=O)Nc1ccc2c(c1)OCO2 (stereo unspecified)	7	-3	3	-18	9	9	5	-3	-5
CCOC(=O)c1ccc(COc2nc3ccccc3nc2-c2ccccc2NC(C)=O)o1	-7	-6	-1	1	8	2	-10	2	6
O=C(NCCc1ccccc1)C1(c2ccccc2)CCCC1	-1	6	2	-3	-1	-1	-4	1	8
Cc1nn(CC(=O)Nc2ccc(S(=O)(=O)N(C)C)cc2)c(C)c1[N+](=O)[O-]	-4	-4	-3	-7	-5	5	-3	0	-5
CCOC(=O)N1CCN(CC(O)COCc2ccc(OC)c(OC)c2)CC1 (stereo unspecified)	0	-3	1	7	4	2	-1	0	2
Cc1cccc(C)c1Nc1ncnc2ccccc12	-3	0	1	-5	-8	8	7	3	-2
COc1ccc(C(=O)NC(C)c2nnc(SCC(=O)NC3CCCCC3)n2C)cc1 (stereo unspecified)	2	-7	-2	16	1	12	-13	1	3
COCCN(CCOC)S(=O)(=O)c1ccc(/C(O)=C(\C#N)c2nc3ccccc3[nH]2)cc1	7	-4	3	7	14	5	3	1	5
CCCCOc1ccc(C(=O)NNC(=O)c2cnccn2)cc1OC	.	.	.	0	.	4	.	2	1
Cn1cccc1/C=C1\SC(=S)N(NC(=O)c2ccccc2O)C1=O	19	19	-4	3	-5	7	-6	-9	14

# Ordered by the number under PAD4 FP inh (low to high): 3 from the list above
SMILES	PAD4 FP inh
Cc1ccc(NC(=O)CSc2nnc(Cn3cnc4ccccc43)o2)cc1	-3
CCOC(=O)N1CCN(CC(O)COCc2ccc(OC)c(OC)c2)CC1 (stereo unspecified)	0
O=C(NCCc1ccccc1)C1(c2ccccc2)CCCC1	1

# Other results.
SMILES	ZTA counter	GSTO1 counter	LYPLA1 counter	PREPL inhibitor	LYPLA2 inh	PAFAH1B3 FP inh	EBNA-1 inh	PAD4 FP inh	PAFAH2 FP inh
COc1ccc(S(=O)(=O)NC2CCCCC2)c(C)c1C	-6	-2	-3	-3	-3	0	0	-1	2
CC1CCC(C(=O)NC(C(=O)Nc2ccccn2)C(C)C)CC1 (stereo unspecified)	4	-2	-3	-8	-2	9	7	3	-8
COC(=O)[C@H](CC(C)C)NCc1cccc(CN[C@@H](CC(C)C)C(=O)OC)c1	1	4	0	-5	-1	3	3	-1	7
O=C(NCc1ccccc1F)C1CCCN(C(=O)NC2CCCCC2)C1 (stereo unspecified)	5	-1	0	15	2	-1	-7	1	-4
Nc1nc(COC(=O)C2CC(=O)N(Cc3ccccc3)C2)nc(Nc2ccccc2)n1 (stereo unspecified)	3	.	2	1	5	3	.	-4	1
Cc1c(C)c2c(c(C)c1O)CC[C@@](C)(CCC[C@H](C)CCC[C@H](C)CCCC(C)C)O2	-11	1	3	1	7	12	5	-5	3
CCCCCCn1c(CN2CCN(C(=O)OCC)CC2)nc2c1c(=O)n(C)c(=O)n2C	12	-4	-2	20	-3	11	-1	2	2
Cc1ccc(S(=O)(=O)N2CCN(C(=O)c3ccc(Br)o3)CC2)c(C)c1	7	-3	-3	-11	0	1	8	-4	4
COc1cc(OC)cc(C(=O)NCC(=O)OCC(=O)c2cc(OC)ccc2OC)c1	-6	3	0	0	7	5	-2	-3	1
CSc1nnc(SCC(=O)N(C)c2c(N)n(Cc3ccccc3)c(=O)[nH]c2=O)s1	-4	15	-2	1	0	5	1	-5	0
Cc1ccc2cc(CN(c3ccc(C)c(C)c3)S(C)(=O)=O)c(=O)[nH]c2c1	-8	-2	-12	-78	0	3	-6	-1	9
NS(=O)(=O)c1ccc(-c2ccc(/C=C3\NC(=S)NC3=O)o2)cc1	10	16	-1	11	-3	34*	1	-5	-2
Cc1cccc(OCC(=O)Nc2cc(NC(=O)COc3cccc(C)c3C)cc(C(=O)O)c2)c1C	2	-7	-1	5	5	-7	1	0	-13
O=C(CCC(=O)N1CCCC1)Nc1nnc(C2CCCCC2)s1	11	7	-3	7	1	-1	9	-2	-4
CCOC(=O)c1[nH]c(C)c(CC(C)C)c1C	4	7	-4	8	-5	2	4	3	-1
O=C(Nc1ccncc1)C1CCC(CNS(=O)(=O)c2cccc3nsnc23)CC1 (stereo unspecified)	7	1	-1	10	11	8	4	2	7
CCOC(=O)c1cccnc1SCC(=O)N(CC)c1cccc(C)c1	-1	7	1	0	-4	-1	1	-3	1
Cc1cccc(OCCNC(=O)c2ccc(Oc3ccc(C(F)(F)F)cc3[N+](=O)[O-])cc2)c1	9	0	-13	0	-20	0	-2	-1	-6
O=C(Nc1ccccc1C(=O)O)c1cccc(C(=O)Nc2ccccc2C(=O)O)c1	9	-91	1	5	-5	1	5	-1	-22
COc1cc(/C=N/NC(=O)CCC(=O)Nc2ccc(F)cc2)ccc1O	-3	-4	0	10	-3	7	4	1	3
COc1cc(F)c(C2=CC(=O)C[C@H](c3ccc(F)cc3)C2)cc1F	2	.	-1	-33	1	5	.	-4	-4

# Given as labelled records: two of the compounds above
SMILES: O=C(NCc1ccccc1F)C1CCCN(C(=O)NC2CCCCC2)C1 (stereo unspecified)
  ZTA counter: 5 | GSTO1 counter: -1 | LYPLA1 counter: 0 | PREPL inhibitor: 15 | LYPLA2 inh: 2 | PAFAH1B3 FP inh: -1 | EBNA-1 inh: -7 | PAD4 FP inh: 1 | PAFAH2 FP inh: -4
SMILES: Nc1nc(COC(=O)C2CC(=O)N(Cc3ccccc3)C2)nc(Nc2ccccc2)n1 (stereo unspecified)
  ZTA counter: 3 | GSTO1 counter: . | LYPLA1 counter: 2 | PREPL inhibitor: 1 | LYPLA2 inh: 5 | PAFAH1B3 FP inh: 3 | EBNA-1 inh: . | PAD4 FP inh: -4 | PAFAH2 FP inh: 1

# In the list so far, these have a nitro group on carbon.
SMILES	ZTA counter	GSTO1 counter	LYPLA1 counter	PREPL inhibitor	LYPLA2 inh	PAFAH1B3 FP inh	EBNA-1 inh	PAD4 FP inh	PAFAH2 FP inh
Cc1cc(OCCn2cnc3ccccc3c2=O)ccc1[N+](=O)[O-]	-7	3	1	-5	-4	-8	-5	-4	-5
Cc1nn(CC(=O)Nc2ccc(S(=O)(=O)N(C)C)cc2)c(C)c1[N+](=O)[O-]	-4	-4	-3	-7	-5	5	-3	0	-5
Cc1cccc(OCCNC(=O)c2ccc(Oc3ccc(C(F)(F)F)cc3[N+](=O)[O-])cc2)c1	9	0	-13	0	-20	0	-2	-1	-6
